Screens from PubChem BioAssay.
CHRM5 agonist: agonists of human muscarinic M5 receptor (CHRM5). P08912. CHO-K1 hM5 cells, Fluo-8 calcium fluorescence; 0% DMSO wells, 100% maximal acetylcholine response. activation, % at 3 µM. 360,000 tested, 0.19% active;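 active means activation above the run's mean over test compounds plus 3 SD, cut at about 23% in these data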;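 further: signal is peak over basal fluorescence ratio across the kinetic read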
Target sequence (P08912 whole entry, looked up): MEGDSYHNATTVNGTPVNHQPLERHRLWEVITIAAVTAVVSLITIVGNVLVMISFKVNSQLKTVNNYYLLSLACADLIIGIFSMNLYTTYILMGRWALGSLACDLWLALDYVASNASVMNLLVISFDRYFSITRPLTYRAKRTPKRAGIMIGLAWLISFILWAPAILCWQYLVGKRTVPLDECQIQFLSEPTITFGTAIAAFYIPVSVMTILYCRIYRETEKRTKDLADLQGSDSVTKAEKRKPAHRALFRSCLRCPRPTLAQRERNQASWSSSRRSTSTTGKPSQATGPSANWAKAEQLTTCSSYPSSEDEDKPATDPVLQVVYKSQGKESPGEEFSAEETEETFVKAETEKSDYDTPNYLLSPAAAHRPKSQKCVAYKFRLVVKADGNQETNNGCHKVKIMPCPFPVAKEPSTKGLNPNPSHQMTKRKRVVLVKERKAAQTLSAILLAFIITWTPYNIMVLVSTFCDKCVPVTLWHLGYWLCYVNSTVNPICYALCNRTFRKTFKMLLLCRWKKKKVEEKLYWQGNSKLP
TAAR1 ag: agonists of human TAAR1. CHO RD-HGA16 TAAR1, Fluo-8 calcium fluorescence; vehicle wells 0%, saturating PEA agonist 100%. activation, % at 3 µM. 360,000 tested, 0.99% active;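 active means activation above the mean activation of all test compounds in the run plus 3 SD, cut at about 38% in these data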
Target sequence (Q96RJ0 whole entry, looked up): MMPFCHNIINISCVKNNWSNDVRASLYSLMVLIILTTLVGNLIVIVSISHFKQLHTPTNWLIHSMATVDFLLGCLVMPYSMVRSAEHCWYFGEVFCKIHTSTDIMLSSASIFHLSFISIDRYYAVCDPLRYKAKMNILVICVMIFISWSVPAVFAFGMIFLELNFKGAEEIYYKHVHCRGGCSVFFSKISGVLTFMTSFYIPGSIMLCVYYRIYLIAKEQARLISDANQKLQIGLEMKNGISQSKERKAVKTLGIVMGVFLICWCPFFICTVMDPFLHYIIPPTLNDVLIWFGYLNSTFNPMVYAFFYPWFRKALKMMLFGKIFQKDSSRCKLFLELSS
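Assay system: CHO-derived RD-HGA16 cells with stable Gα16 and human TAAR1; timing: 17-24 h seeding, 75 min 37 °C dye, 30 min RT; read-out: % activation from peak over basal fluorescence ratio, DMSO-to-PEA scaled; measured by: kinetic Fluo-8 calcium fluorescence; benchmarks: low control DMSO, high control PEA (EC100); doses: 3 µM single concentration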
TAAR1 antag: human TAAR1 antagonism. inhibition, % at 3 µM. 360,000 tested, 1.5% active. Q96RJ0. CHO RD-HGA16 TAAR1, Fluo-8 calcium fluorescence, antagonist;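 active means inhibition above a per-plate cutoff, the mean inhibition of test compounds on that plate plus 3 SD, cut at about 49% in these data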;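 further: 0% = DMSO plus EC80 beta-PEA response and 100% = DMSO alone without agonist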
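Test system – hTAAR1-expressing CHO RD-HGA16 cells, Gα16-coupled · Reagent – β-PEA at EC80 concentration, post-compound challenge · Compound dosing – 3 µM, single point · Timing – 140 s kinetic read after compound, 140 s after agonist · Detection – Fluo-8 intracellular calcium dye fluorescence, real-time kinetic reads · Control set – DMSO and EC80 PEA controls · Repeats – n of 1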
M1 PAM parental: counter-screen for M1 PAMs: effect in parental CHO-K1 cells. activation, % at 3 µM. 360,000 tested, 0.02% active. ATP EC20, Fluo-8 calcium fluorescence; 0% at ATP EC20, 100% at ATP max;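 active means activation above the run cutoff, the mean activation of all test compounds plus 3 SD, cut at about 40% in these data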;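 further: peak over basal fluorescence ratio in a 140 s read after ATP addition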
M5 antag: blocks acetylcholine activation of human M5 receptor. P08912. CHO-hM5 cells, Fluo-8 calcium fluorescence, ACh EC80. inhibition, % at 3 µM. 360,000 tested, 0.59% active. AID 624040;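 active means inhibition above a per-plate cutoff, the mean of that plate's test compounds plus 3 SD, cut at about 27% in these data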;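 further: 0% = acetylcholine EC80 with DMSO and 100% = DMSO without agonist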
CHRM5 PAM: CHRM5 positive allosteric modulation | CHO-K1 hM5, Fluo-8 calcium, ACh EC20 PAM; 0% = ACh EC20, 100% = ACh EC100 | activation, % at 3 µM | 360,000 tested, 0.3% active | AID 624038;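 active means activation above the run cutoff, the mean activation of all test compounds plus 3 SD, cut at about 18% in these data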
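system = human M5 receptor in CHO-K1 cells | reagent = EC20 acetylcholine as agonist stimulus | compound dosing = single-point, 3 µM nominal | incubation = Fluo-8 loading 80 min at 37 °C plus 30 min room temperature | detection = Fluo-8 calcium dye fluorescence, kinetic read | benchmarks = low control EC20 acetylcholine (0%), high control EC100 acetylcholine (100%)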
CRFR2-BP ag: CRF-BP/CRF-R2 complex agonism | HEK293 CRF-R2/CRF-BP, calcium dye fluorescence (FLIPR); percent of saturating CRF peptide response | activation, % at 13.2 µM | 350,000 tested, 0.46% active;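 active means activation of at least 50%, plus an integration ratio under a set limit after plate pattern correction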;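 further: plate controls were neutral control wells without compound for no effect and CRF at EC100 for full effect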
CRFBP-R2 block: CRF-BP/CRF-R2 complex antagonism; HEK293 CRF-R2/CRF-BP, CRF-induced calcium fluorescence; inhibition, % at 11.8 µM; 350,000 tested, 0.59% active;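 active means inhibition of the ligand-induced calcium signal above about 50% at the single tested concentration, limit read from the data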
CHRM4 PAM: CHRM4 positive allosteric modulation; P08173; CHO-K1 hM4/Gqi5, Fluo-8 calcium fluorescence, ACh EC20; 0% = ACh EC20, 100% = maximal ACh; activation, % at 3 µM; 360,000 tested, 0.4% active; AID 624126;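 active means activation above its plate's cutoff, the mean activation of sample wells plus 3 SD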; further: some results filed as inactive read as strong as hits
Active calls of the source: *; . = not tested or not shown.

#1 CC1(C(=O)O)CCC2(C)CCC3(C)C(=CC(=O)C4C5(C)CCC(=O)C(C)(C)C5CCC43C)C2C1 (stereo not drawn)
#2 C=CCn1c(N)cc(=O)nc1SCC(=O)Nc1ccccc1
#3 OCC1(Cc2ccccc2)CCN(Cc2ccc(C(F)(F)F)cc2)CC1
#4 COC(=O)CCCC(=O)Nc1c(F)c(F)c(F)c(F)c1F
#5 Cc1ccc(CN2CC(C(=O)N3CCN(S(=O)(=O)c4ccccc4)CC3)CC2=O)cc1 (stereo not drawn)
#6 Cn1cccc1C(=O)NC(=O)COC(=O)c1ccc(O)cc1
#7 O=C1CC2(CCN(C(=O)c3ccccc3F)CC2)Oc2ccccc21
#8 CCOC(=O)C1=C(C)NC(C)=C(C(=O)OCC)C1c1nc2ccccc2[nH]1
#9 CN(Cc1ccccc1)C(=O)C1CCN(S(C)(=O)=O)CC1
#10 Cc1cc(C(=O)OCC(=O)c2c(N)n(C)c(=O)n(C)c2=O)c(C)o1
entry no.,1,2,3,4,5,6,7,8,9,10
CHRM5 agonist,0,1,-9,-2,-2,3,6,.,1,2
TAAR1 ag,0,9,19,3,0,11,4,5,2,10
TAAR1 antag,-16,-8,-3,10,7,2,-28,6,-5,-21
M1 PAM parental,16,5,13,20,8,16,-11,.,0,12
M5 antag,8,6,10,3,-9,0,-2,.,12,3
CHRM5 PAM,0,-4,-5,-1,4,-5,-2,.,-7,-2
CRFR2-BP ag,-0.1,-0.2,6.0,0.5,-1.9,0.2,-0.1,-3.7,-0.9,-1.2
CRFBP-R2 block,-7,-4,-29,6,13,12,-2,-8,20,5
CHRM4 PAM,2,-3,-11,0,4,17,-1,.,4,0

Molecules from the list above that contain a halogen:
#3 OCC1(Cc2ccccc2)CCN(Cc2ccc(C(F)(F)F)cc2)CC1
#4 COC(=O)CCCC(=O)Nc1c(F)c(F)c(F)c(F)c1F
#7 O=C1CC2(CCN(C(=O)c3ccccc3F)CC2)Oc2ccccc21
entry no.,3,4,7
CHRM5 agonist,-9,-2,6
TAAR1 ag,19,3,4
TAAR1 antag,-3,10,-28
M1 PAM parental,13,20,-11
M5 antag,10,3,-2
CHRM5 PAM,-5,-1,-2
CRFR2-BP ag,6.0,0.5,-0.1
CRFBP-R2 block,-29,6,-2
CHRM4 PAM,-11,0,-1

Other records
#11 Cn1nccc1C(=O)NCCN1C(=O)OC(C)(C)C1(C)O (stereo not drawn)
#12 COc1ccc(CNC(=O)CN(Cc2ccccc2)S(=O)(=O)c2ccc(Cl)cc2)cc1
#13 O=C(O)C1=C[C@@H](c2coc3ccccc3c2=O)C[C@@H](OCc2ccc(CO)cc2)O1
#14 CC(C)CNC(=O)C1(C)CCCN1C(=O)c1ccc2ccccc2n1 (stereo not drawn)
#15 CCOC(=O)C1(CC2CC2)CCN(Cc2cc(Cl)c(O)c(OC)c2)CC1
#16 CCOC(=O)c1cccc(NS(=O)(=O)c2cnc[nH]2)c1
#17 COc1ccccc1-n1c(=O)c2c3c(sc2n2c(=S)[nH]nc12)CCC3
#18 CC(=O)/C(=N\Nc1ccccc1)Oc1ccc([N+](=O)[O-])cc1
#19 Cc1cccc(NC(=O)CN2C(=O)N/C(=C/c3cc(C)n(C)c3C)C2=O)c1
#20 COc1ccccc1NC(=O)c1cc2c(cc1Cl)N1CCCCCC1=NS2(=O)=O
entry no.,11,12,13,14,15,16,17,18,19,20
CHRM5 agonist,0,-6,3,-1,-7,-2,2,-4,-1,1
TAAR1 ag,1,16,3,0,5,1,-1,-1,0,4
TAAR1 antag,0,63*,8,2,0,8,-7,-2,11,-9
M1 PAM parental,-1,7,16,16,18,2,15,7,9,17
M5 antag,-1,18,-1,16,3,-2,7,-1,-4,-12
CHRM5 PAM,-2,-22,15,0,0,2,-3,9,1,13
CRFR2-BP ag,-0.1,4.9,-1.7,.,0.4,1.8,1.4,-0.8,-0.2,-1.8
CRFBP-R2 block,2,38,2,.,-8,26,-4,6,7,15
CHRM4 PAM,5,-15,8,4,-2,8,2,4,1,0

#21 CC1c2cc3c(cc2CCN1CC(=O)Nc1ccccc1)OCCCO3 (stereo not drawn)
#22 CC(C)CCNC(=O)C(c1ccco1)N(Cc1ccccc1)C(=O)c1snc(C(N)=O)c1N (stereo not drawn)
#23 CCOc1nc2cnccc2n(CC(=O)Nc2ccccc2C(=O)OC)c1=O
#24 O=C1N=C2N(CCN3CCCCC3)c3ccccc3N2/C1=C\c1ccc([N+](=O)[O-])s1
#25 O=c1cc(C(F)(F)C(F)F)oc2ccccc12
#26 COc1cccc(S(=O)(=O)Nc2ccc(C(=O)N3CCN(C(=O)c4ccco4)CC3)cc2)c1
#27 Cc1ccc(S(=O)(=O)c2ccc([N+](=O)[O-])cn2)cc1
#28 O=C(NCc1ccc(Cl)cc1)c1ccc2c(=O)n(CC3CCCO3)c(=S)[nH]c2c1 (stereo not drawn)
#29 Cc1ccc(NC(=O)CN(C)C(=O)c2cc3ccccc3o2)cc1
#30 Cc1ccc(S(=O)(=O)N2CCCCC2CCNC(=O)C(=O)NC2CCCC2)cc1 (stereo not drawn)
entry no.,21,22,23,24,25,26,27,28,29,30
CHRM5 agonist,4,1,-3,-2,2,-1,1,-1,2,-1
TAAR1 ag,1,17,1,-3,7,12,2,-1,2,0
TAAR1 antag,27,48,-19,-4,6,9,14,0,-16,-7
M1 PAM parental,5,19,-7,9,6,9,-10,16,-15,6
M5 antag,8,9,18,0,-12,6,7,2,-17,9
CHRM5 PAM,-12,-15,-7,2,3,-5,1,8,1,-5
CRFR2-BP ag,6.1,0.7,-1.3,-0.7,0.5,0.5,2.1,-1.2,0.0,-3.3
CRFBP-R2 block,-8,-13,5,25,-8,-6,12,14,-25,-7
CHRM4 PAM,-9,-10,0,-8,9,-6,-5,-2,-5,-5

#31 O=C(CCN1CCc2ccccc2C1)Nc1cccc(F)c1
#32 COc1ccc(NC(=O)CCC(=O)Nc2nnc(CC(C)C)s2)cc1Cl
#33 Cc1cccc(CS(=O)(=O)c2ncc(Cl)c(C(=O)Nc3nnc(C(C)C)s3)n2)c1
#34 CCN1C(=O)C(=O)N(CC(=O)NC(C)CCc2ccccc2)C1=O (stereo not drawn)
#35 CC(NC(=O)C1CCCCC1)C(c1cccs1)N1CCN(C)CC1 (stereo not drawn)
#36 COc1nc2ccc(C)cc2cc1-c1noc(-c2cccnc2)n1
#37 CCc1nnc(NC(=O)c2ccc3c(c2)C(=O)N(CC)C3=O)s1
#38 Cn1c(C(=O)NC2CCCCC2)cc2c(=O)n(C)c3ccccc3c21
#39 COc1ccc(-c2noc(Cc3cccs3)n2)cc1
#40 Nc1cc(=O)[nH]c(SCC(=O)Nc2cccc(Cl)c2Cl)n1
entry no.,31,32,33,34,35,36,37,38,39,40
CHRM5 agonist,-7,0,-4,3,1,1,-3,1,-6,-6
TAAR1 ag,18,4,.,2,0,0,5,7,4,3
TAAR1 antag,10,0,.,5,-12,-6,7,24,6,-1
M1 PAM parental,20,7,-15,-19,5,16,-2,24,18,-13
M5 antag,-4,-12,-6,2,1,0,0,-10,-2,3
CHRM5 PAM,1,8,1,-2,-1,-1,6,2,2,-8
CRFR2-BP ag,-0.9,-0.1,0.0,-0.2,-4.4,2.3,-3.6,-0.3,1.1,-0.8
CRFBP-R2 block,-3,12,40,-1,2,0,-6,-42,-2,-8
CHRM4 PAM,7,19,-1,-2,5,5,6,-2,-5,-6

#41 NC(=O)c1ncc(C(F)(F)F)cc1Oc1ccc(C(F)(F)F)cc1
#42 Cc1ccc(C)c(NC(=O)CSc2nnc([C@@H](N)Cc3ccccc3)o2)c1
#43 COc1ccc(C(O)P(=O)(OCCC(C)C)c2ccc(N(C)C)cc2)cc1 (stereo not drawn)
#44 COc1cc(C(=O)NCC(=O)N/N=C(\C)Cc2ccccc2)cc(OC)c1OC
#45 Cc1ccc2c(c1)N(S(=O)(=O)c1ccc3c(c1)NC(=O)CC(=O)N3)CCO2
#46 COc1ccc(N2CCN(C(=O)Cc3ccc(-n4c(=O)[nH]c5ccccc5c4=O)cc3)CC2)cc1
#47 COc1ccc(-n2c(SCc3ccc([N+](=O)[O-])cc3)nnc2-c2ccccc2)cc1
#48 CC1=CC2=NC(=O)/C(=C\c3cc(C)n(-c4ccccc4F)c3C)C(=N)N2O1
#49 CCNC(=O)C1(C)CCN(C(=O)c2ccc(OC)cc2)C1 (stereo not drawn)
#50 Cc1cc(C)n2nc(NCc3ccccc3)nc2n1
#51 Cc1cc(C)n2nc(-c3ccc(Br)cc3)cc2n1
#52 N#Cc1cc2c(nc1SCc1ccccc1)CCC2
entry no.,41,42,43,44,45,46,47,48,49,50,51,52
CHRM5 agonist,-5,2,1,-4,1,-6,-6,1,3,-1,-2,1
TAAR1 ag,-1,4,0,2,1,5,1,0,1,0,0,1
TAAR1 antag,-10,9,1,6,-5,20,11,-14,-9,12,-21,10
M1 PAM parental,-9,-4,-4,-4,4,3,25,-5,10,20,4,7
M5 antag,8,-2,5,10,6,-9,-9,0,-15,4,-1,1
CHRM5 PAM,5,-3,2,-1,-4,-14,-15,1,1,-2,0,0
CRFR2-BP ag,-0.1,-0.1,-1.6,0.5,-1.4,-1.4,-1.8,-0.4,.,-0.4,-1.2,-1.6
CRFBP-R2 block,-7,3,-8,-25,8,23,23,-5,.,9,1,-24
CHRM4 PAM,13,-9,1,-2,1,1,-6,0,0,9,18*,-8
